Compound activity from PubChem BioAssay.
All columns: NCI-60 one-dose screen, growth in % after 48 h at 10 µM unless noted; 100 = growth as untreated, 0 = no growth, -100 = all killed.
NCI-H23: NCI-H23 lung cancer | AID 1794731 | actives 4% (n = 80,000)
SW-620: SW-620 colon cancer. actives 5.2% (n = 82,000). AID 1794795
NCI-H522: NCI-H522 lung cancer; actives 8% (n = 78,000); AID 1794739
COLO 205: COLO 205 colon cancer | actives 7.3% (n = 79,000)
NCI-H322M: NCI-H322M lung cancer; actives 2.7% (n = 80,000)
NCI-H460: NCI-H460 lung cancer. actives 6.8% (n = 82,000)
HCT-15: HCT-15 colon cancer; actives 5.2% (n = 82,000)
NCI-H226: NCI-H226 lung cancer; actives 3.5% (n = 79,000); AID 1794732
HT29: HT29 colon cancer; actives 7.4% (n = 81,000); AID 1794748
* hit, by the source's call; nt = no result given; & = joins results of further samples; ! = not active in a repeat. The calls were made as follows: active = growth percent below 10; inactive = the rest.

Start of the listing, in advance:
SMILES	NCI-H23	SW-620	NCI-H522	COLO 205	NCI-H322M	NCI-H460	HCT-15	NCI-H226	HT29
COc1cc(-c2nc(N=Nc3c(O)[nH]c4ccc(C)cc34)[nH]c(=O)c2C#N)cc(OC)c1OC	96	103	83	109	99	105	97	94	104
Cc1ccc(S(=O)(=O)NCCCNc2nccc(-c3[nH]c(-c4ccccc4)nc3-c3ccc(Cl)c(O)c3)n2)cc1	85	122	86	98	101	90	92	97	84
COc1ccc(-c2cc(-c3cccs3)n3nc(Nc4ccccc4)c(-c4nc5ccccc5s4)c3n2)cc1	93	104	86	128	93	102	92	97	111
N#C/C(=C/NC(=S)Nc1ccccc1)C(N)=O	88	107	89	104	95	113	108	100	104
Cc1cc2c3c(cccc3c1)C(=O)c1ccccc1-2	81	95	95	93	82	102	93	97	95
Cc1ccc(Cn2cc(CSc3nc4ccccc4s3)nn2)cc1	96	100	101	110	98	106	101	nt	104
Cc1ccc(C(=O)c2ccc(CC(=O)N/N=C/c3cccc(O)c3O)n2C)cc1	45	34	49	63	54	8.6*	16	69	87
CCCCOc1nc2ccc(C)cc2cc1/C=C/c1cc(/C=C/c2cc3cc(C)ccc3nc2OCCCC)n(-c2ccccc2)n1	97	101	83	102	99	105	103	113	90
NCCC(=O)Nc1nc2c(s1)C[C@@H](NC(=O)c1cc(Cl)c(Cl)[nH]1)CC2	98	94	97	105	96	100	93	95	103
N#CCCCCOCCCCC#N	99	99	102	108	98	109	101	99	100
N#Cc1nc(-c2ccccc2)oc1N1CCCC1CO (stereo unspecified)	nt	98	96	115	93	102	99	95	101
CC1=C(C)C(=O)C(Nc2cccc(C(=O)OC(C)(C)C)c2)=CC1=O	29	95	82	107	94	93	60	64	104
Nc1ccc2cc(S(=O)(=O)O)cc(O)c2c1	100	103	92	nt	113	116	113	102	112
COc1cc2c(c(OC)c1OC)CCc1cnoc1-2	104	114	102	134	107	106	102	102	99

The listing, from the first entry:
SMILES	NCI-H23	SW-620	NCI-H522	COLO 205	NCI-H322M	NCI-H460	HCT-15	NCI-H226	HT29
COc1cc(-c2nc(N=Nc3c(O)[nH]c4ccc(C)cc34)[nH]c(=O)c2C#N)cc(OC)c1OC	96	103	83	109	99	105	97	94	104
Cc1ccc(S(=O)(=O)NCCCNc2nccc(-c3[nH]c(-c4ccccc4)nc3-c3ccc(Cl)c(O)c3)n2)cc1	85	122	86	98	101	90	92	97	84
COc1ccc(-c2cc(-c3cccs3)n3nc(Nc4ccccc4)c(-c4nc5ccccc5s4)c3n2)cc1	93	104	86	128	93	102	92	97	111
N#C/C(=C/NC(=S)Nc1ccccc1)C(N)=O	88	107	89	104	95	113	108	100	104
Cc1cc2c3c(cccc3c1)C(=O)c1ccccc1-2	81	95	95	93	82	102	93	97	95
Cc1ccc(Cn2cc(CSc3nc4ccccc4s3)nn2)cc1	96	100	101	110	98	106	101	nt	104
Cc1ccc(C(=O)c2ccc(CC(=O)N/N=C/c3cccc(O)c3O)n2C)cc1	45	34	49	63	54	8.6*	16	69	87
CCCCOc1nc2ccc(C)cc2cc1/C=C/c1cc(/C=C/c2cc3cc(C)ccc3nc2OCCCC)n(-c2ccccc2)n1	97	101	83	102	99	105	103	113	90
NCCC(=O)Nc1nc2c(s1)C[C@@H](NC(=O)c1cc(Cl)c(Cl)[nH]1)CC2	98	94	97	105	96	100	93	95	103
N#CCCCCOCCCCC#N	99	99	102	108	98	109	101	99	100
N#Cc1nc(-c2ccccc2)oc1N1CCCC1CO (stereo unspecified)	nt	98	96	115	93	102	99	95	101
CC1=C(C)C(=O)C(Nc2cccc(C(=O)OC(C)(C)C)c2)=CC1=O	29	95	82	107	94	93	60	64	104
Nc1ccc2cc(S(=O)(=O)O)cc(O)c2c1	100	103	92	nt	113	116	113	102	112
COc1cc2c(c(OC)c1OC)CCc1cnoc1-2	104	114	102	134	107	106	102	102	99
C#CCOc1cccc(Nc2ncnc3ccc(NC(=O)CCl)cc23)c1	-67*	-27*	-76*	-65*	-19*	-20*	-42*	21	-79*
C=C1c2nc3ccccc3n2C=C(c2ccc(OC)cc2)N1Cc1ccc(Cl)cc1	85	96	68	72	117	89	89	99	97
CC(C)=CCC1=C(O)COC1=O	104	100	100	107	110	103	106	116	104
CC(c1ccccc1)N1C(=O)/C(=C2\SC(=S)N(C(C)c3ccccc3)C2=O)SC1=S (stereo unspecified)	101	102	100	120	98	107	99	99	112
C=CCc1nc2ccccc2s1	96	99	87	113	106	104	94	101	90
CCOC(=O)C1CCC1C(=O)OCC (stereo unspecified)	115	104	103	117	109	107	103	95	103
O=C1CCN=C2C=CC(F)=CN12	102	112	92	112	96	114	103	105	85
Cc1c(C(=O)/C=C/c2cccc([N+](=O)[O-])c2)nnn1-c1ccc(Br)cc1	88	99	86	106	98	102	81	89	97
CC(=O)N(C)c1ccc(Nc2cc(C)[nH]c3ccc4ncnc4c23)cc1	50	46	22	53	77	22	83	55	48
O=c1ccn(C2CCCO2)c(=O)[nH]1 (stereo unspecified)	119	102	99	118	117	106	105	114	98
O=C(CC(C(=O)c1ccccc1)N1CCOCC1)c1ccccc1 (stereo unspecified)	97	61	75	58	109	102	85	90	92

A few values from the list.
`C=CCc1nc2ccccc2s1` | NCI-H522 = 87
`CC1=C(C)C(=O)C(Nc2cccc(C(=O)OC(C)(C)C)c2)=CC1=O` | NCI-H322M = 94

(list continues)
SMILES	NCI-H23	SW-620	NCI-H522	COLO 205	NCI-H322M	NCI-H460	HCT-15	NCI-H226	HT29
Nc1ccc(C(=O)Oc2ccccc2)c(O)c1	104&97	92&96	96&81	105&113	111&83	104&108	102&95	103&86	100&86
CCOP(=O)(OCC)C(NC(=O)c1ccc([N+](=O)[O-])cc1)C1=NCCS1 (stereo unspecified)	105	103	100	115	105	107	101	104	116
Cc1cc(Cc2cc(C)c(O)c(C(=O)O)c2)cc(C(=O)O)c1O	113	99	93	96	111	109	106	91	99
C=C(C)[C@@H]1CC[C@]2(COC)CC[C@]3(C)[C@H](CC[C@@H]4[C@@]5(C)CCCNC(C)(C)[C@@H]5CC[C@]43C)[C@@H]12	60	-58*	nt	-49*	83	-30*	2.8*	74	14
Nc1nn(C(=O)c2ccc(C(F)(F)F)nc2)cc1-c1ccc(Cl)cc1	91	100	85	114	nt	103	90	89	104
COc1cc(C#N)ccc1S(=O)(=O)Nc1ccc2c(c1)cc(C)c(=O)n2C	93	100	73	115	94	103	107	86	100
Cc1c(-n2nnc(-c3nc4ccccc4s3)c2N)c(=O)n(-c2ccccc2)n1C	93	106	91	104	100	103	98	91	100
Cc1cc(Nc2ccc(C#N)cc2)nc(N)n1	97	103	80	119	101	106	103	99	87
CS(=O)(=O)c1nccc(-c2c(-c3ccc(F)c(O)c3)nc3sccn23)n1	97	108	84	114	104	95	86	101	110
COc1ccc(O)c(/C=C(/C)c2ccc3cc(OC)ccc3[o+]2)c1	108	95	97	113	101	112	93	106	110
C/C(=C\CCc1ccoc1)CC/C=C(\C)CCCBr	107	110	108	118	90	106	97	88	103
O=C(CNC(=O)c1cn(-c2ccccc2)nc1-c1ccccc1)c1ccccc1	93	99	89	111	127	103	96	nt	104
COc1ccc2nc3cc(Cl)ccc3c(Cl)c2c1	90&93	105&108	100	104&111	82&99	71&99	88&100	91&103	103&101
O=[N+]([O-])c1ccc(S(=O)(=O)Nc2ccsc2-c2nc(-c3ccccc3)no2)cc1	76	90	79	nt	90	95	95	89	99
C=C1C(=O)O[C@H]2[C@H]1CC/C(COC(=O)NCc1ccc(Cn3c(=O)sn(-c4ccc(OC)cc4)c3=O)cc1)=C\CC[C@@]1(C)O[C@@H]21	88	-60*	-65*	-51*	98	95	4.3*	95	-15*
COc1ccc(/C=N/NC(=O)c2ncc[nH]2)c(OC)c1OC	99	109	98	132	100	115	110	97	111
CC(C(N)=O)N1CCN(c2ccccc2Cl)CC1 (stereo unspecified)	95	105	105	107	117	110	112	106	105
O=C1c2ccccc2C(=O)N1c1ccc([N+](=O)[O-])cc1	110	97	90	106	96	103	110	102	97
CCC(C)[C@@H]1NC(=O)[C@@H]2CCCN2C(=O)[C@H](Cc2cc3ccccc3[nH]2)NC(=O)[C@@H]2CCCN2C(=O)[C@H](C(C)C)NC(=O)[C@H](Cc2ccccc2)NC(=O)[C@H](CO)NC1=O (stereo partly specified)	92	102	72	117	118	123	103	92	113
O=S(=O)(c1ccccc1)n1ccc(-c2ccc3c(c2)CCO3)n1	78	94	62	97	91	87	93	65	93
O=C(N/N=C/c1ccc(Br)cc1)c1ccc(-n2cc(-c3ccccc3)nn2)cc1	87	90	107	104	101	81	95	91	114
CCNc1nc2ncnc(NCC)c2[nH]1	91	101	104	117	111	105	89	96	104
CC[C@H]1OC(=O)C[C@@H](O)[C@H](C)[C@@H](O[C@@H]2O[C@H](C)[C@@H](O[C@H]3C[C@@](C)(O)[C@@H](O)[C@H](C)O3)[C@H](N(C)C)[C@H]2O)[C@@H](CC=O)C[C@@H](C)C(=O)/C=C/C(C)=C/[C@@H]1CO[C@@H]1O[C@H](C)[C@@H](O)[C@@H](OC)[C@H]1OC	108	110	95	99	101	118	103	94	103
CC(C)c1nc(SCC(=O)c2ccc(Br)cc2)nc(Nc2cccc(S(N)(=O)=O)c2)c1C#N	94	107	96	119	104	105	98	93	105
CC(=O)C1=C(C)OC(N)=C(C#N)C1c1cccc(C2C(C#N)=C(N)OC(C)=C2C(C)=O)c1 (stereo unspecified)	105	90	87	90	94	102	85	99	103

(list continues)
SMILES	NCI-H23	SW-620	NCI-H522	COLO 205	NCI-H322M	NCI-H460	HCT-15	NCI-H226	HT29
COc1cnc2c(c1)C(=O)c1c-2n(CCCNC(C)C)c(=O)c2cc(F)ccc12	-40*	-8.5*	nt	-20*	-13*	-32*	-5.1*	-53*	0.1*
CNC1=C([N+](=O)[O-])C(c2ccc(Cl)cc2Cl)C(C#N)=C(c2ccc[nH]2)O1 (stereo unspecified)	106	103	90	112	94	105	93	102	106
Cc1ccc(NC(=O)n2c(=O)cc(C)c3ccc(O)cc32)cc1	102	102	104	117	94	105	105	99	115
Cn1c(=O)c(-c2ccccc2)cc2ccccc21	97	101	nt	101	87	104	98	83	102
CC1CCCN(CCC(=O)c2ccccc2)C1 (stereo unspecified)	104	104	121	121	109	115	104	100	106
N#Cc1c(-c2cccs2)nc(NCCO)[nH]c1=O	99	109	90	106	112	110	98	96	103
COc1ccc(NC(=O)C(C)Sc2nc3ccccc3c(=O)n2Cc2ccc(S(N)(=O)=O)cc2)cc1 (stereo unspecified)	99	105	98	120	105	101	96	100	115
Nc1nc(=S)c2[nH]cnc2[nH]1	161&18	16&23	7.6*	7.5*	86&39	6.8*	12&13	37&39	8.2*
Cn1cc(-c2nc(-c3c[nH]c4ccncc34)cs2)c2ccccc21	86	-47*	67	-67*	83	-38*	-22*	88	0.5*
Cc1nn(C)c2ncnc(N/N=C/c3ccc(O)cc3)c12	101	95	85	99	87	97	94	110	96
O=C(Nc1ccccc1F)Nc1cccc2ccccc12	94	96	91	113	82	103	92	103	106
COc1ccc(C(=O)C2=Cc3cc4ccccc4n3Cc3cnnn32)cc1	107	104	81	105	99	96	97	101	98
CC(=O)N1N=C(c2ccc(OCC(=O)c3ccc(C)cc3)cc2)CC1c1ccc(Cl)cc1 (stereo unspecified)	55	74	42	60	83	67	44	66	60
COc1ccc(C(CN(C)C)OC(=O)C(c2ccccc2)c2ccccc2)cc1 (stereo unspecified)	105	116	92	119	112	111	101	103	104
Nc1ccccc1NC(=O)c1ccc(CN2CCC/C(=C\c3ccccn3)C2=O)cc1	29	12	21	1.5*	40	18	16	53	14
COc1cc([N+](=O)[O-])c2ncccc2c1	100	122	105	118	92	111	105	86	112
CC(=O)c1ccc2c3c(n(C)c2c1)CCCC3	104	110	95	nt	117	85	105	33	93
CC1Cc2c(Cl)ncnc2N(C)c2ccccc21 (stereo unspecified)	19	14	58	-81*	27	21	13	1.2*	-24*
F[C@H]1CCO[C@H](/C=C/c2ccccc2)C1	99	86	93	121	90	104	100	101	104
Cc1cccc(/C=C/c2ccc(NC(=S)NCCCCN(C)C)cc2)c1	-100*	-85*	-74*	-70*	-91*	-85*	-99*	-72*	-64*
CCn1c(Sc2nnc(NC(=O)CCSC(=S)N3CCCCC3)s2)nc2c1c(=O)n(C)c(=O)n2C	98	76	57	99	94	97	87	92	102
C=C1C(=O)O[C@H]2[C@H]1CC/C(COC(=O)NCc1c[nH]c3ccc(Cl)cc13)=C\CC[C@@]1(C)O[C@@H]21	35	-74*	-90*	-59*	76	18	-60*	6.6*	-79*
OC(c1cc(-c2ccc(C(F)(F)F)cc2)nc(C(F)(F)F)c1)C1CCCCN1 (stereo unspecified)	-45*!	-56*	9.3*	-80*	70&30&48	-48*	-66*!	-6.5*!	-55*
CCCCCC(C)(C)O	95	106	100	93	118	107	95	103	94
O=C(O)c1cnc[nH]1	99	99	96	112	112	104	107	103	93

Continued.
SMILES	NCI-H23	SW-620	NCI-H522	COLO 205	NCI-H322M	NCI-H460	HCT-15	NCI-H226	HT29
O=C1N(Cl)C2(c3ccccc3)N(Cl)C(=O)N(Cl)C2(c2ccccc2)N1Cl (stereo unspecified)	103	115	107	102	105	104	102	102	103
COc1cc(C(=O)NCC(=O)NN=C(C)C)cc(OC)c1OC	105	108	116	137	124	126	121	114	116
O=C(CSc1nc2ccccc2c(=O)[nH]1)NNC(=O)c1ccc([N+](=O)[O-])cc1	94	105	99	117	94	112	100	94	104
Cc1cccc(CSc2nc(=O)n(CCCO)c3c2CCC3)c1	104	103	94	nt	114	106	101	nt	108
OC1(c2ccc(F)cc2)CCCCC1	95	106	109	109	111	107	109	107	119
CCOC1=CC(=O)OC(c2ccccc2)C1 (stereo unspecified)	102	99	nt	104	120	99	102	101	113
CC(C)NCCOS(=O)C(c1ccccc1)c1ccccc1 (stereo unspecified)	96	109	83	110	102	109	102	91	87
COc1cc2c(c(OC)c1OC)C(=O)CC(c1cccc(C(=O)Nc3ccc(C#N)cc3)c1)O2 (stereo unspecified)	79	98	47	86	91	89	63	47	86
